AddAB inh: less growth of phage-infected E. coli with AddAB. inhibition, % at 11.9 µM. hit rate 0.29% among 330,000. E. coli expressing H. pylori AddAB, absorbance growth; in the data active = inhibition above about 12%;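 also: 0% = vehicle wells of infected cells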
Tat transport: inhibitors of E. coli Tat protein transport; E. coli MC4100 TorA-mCherry Tat export, fluorescence; inhibition, % at 10 µM; hit rate 0.036% among 340,000;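 active = mean replicate inhibition at least 50% and at least half of replicates individually reaching 50%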;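 also: exported cargo escapes ClpAP degradation while cytoplasmic cargo is degraded and loses fluorescence; 0% = median of neutral control wells and 100% = median of NaSCN control wells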
MOR-DOR inv ag: mu-delta opioid heterodimer inverse agonism; cell-based MOR-DOR heterodimer luminescence; inhibition, % at 9.3 µM; hit rate 0.21% among 340,000; AID 504357; in the data active = inhibition above about 22%, passing the limit was not always enough;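 also: 0% = cells with DMSO and 100% = wells without cells with DMSO; values of inactives mirror those of a sister screen read the other way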
OPRM1-OPRD1 ag: OPRM1-OPRD1 heterodimerization agonism | P35372+P41143 | cells, luminescence | activation, % at 9.3 µM | hit rate 0.3% among 340,000; in the data active = activation above about 18%;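 also: 0% = vehicle-treated cells and 100% = reference agonist; values of inactives mirror those of a sister screen read the other way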
phage Ecoli inh: E. coli growth loss with phage present; hit rate 0.26% among 360,000; inhibition, % at 11.9 µM; AID 651602; growth absorbance; in the data active = inhibition above about 11%
HTR5A inv ctr: inverse agonist of human HTR5A in OPRM1-OPRD1 counter-screen. hit rate 0.083% among 340,000. inhibition, % at 9.3 µM. HTR5A cell line, luminescence, inverse agonism. P47898; in the data active = inhibition mostly above about 23%, no sharp cut-off; inactive = mostly below about 18%;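 also: 0% = cells with DMSO and 100% = no-cell wells with DMSO; some compounds called inactive have numbers as strong as hits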
Target sequence (P47898 whole entry, looked up): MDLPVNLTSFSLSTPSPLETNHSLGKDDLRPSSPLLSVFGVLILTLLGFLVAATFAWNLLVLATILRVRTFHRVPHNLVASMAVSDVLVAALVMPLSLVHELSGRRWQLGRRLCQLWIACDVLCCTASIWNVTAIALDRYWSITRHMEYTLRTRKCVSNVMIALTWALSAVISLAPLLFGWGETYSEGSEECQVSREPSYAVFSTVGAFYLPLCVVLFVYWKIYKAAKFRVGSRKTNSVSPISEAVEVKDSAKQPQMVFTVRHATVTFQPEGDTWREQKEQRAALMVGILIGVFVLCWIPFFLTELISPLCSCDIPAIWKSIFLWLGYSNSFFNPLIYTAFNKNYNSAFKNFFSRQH
PKA-R2B act: activators of human PKA-R2B complex | P22694+P31323 | PKA-R2B holoenzyme dissociation, Cy5-IP20 fluorescence polarization; R2B truncated from residue 108, S112A mutant; 0% DMSO only, 100% 113 µM cGMP | activation, % at 11.4 µM | hit rate 0.079% among 340,000 | AID 504700;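 active = activation above a cutoff set at the mean over all compounds plus 3 SD, cut at about 18% in these data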;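 also: higher means more holoenzyme dissociation and a rise in polarization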
Target sequence (P31323 whole entry, looked up, other chains not shown, the tested form may be a part): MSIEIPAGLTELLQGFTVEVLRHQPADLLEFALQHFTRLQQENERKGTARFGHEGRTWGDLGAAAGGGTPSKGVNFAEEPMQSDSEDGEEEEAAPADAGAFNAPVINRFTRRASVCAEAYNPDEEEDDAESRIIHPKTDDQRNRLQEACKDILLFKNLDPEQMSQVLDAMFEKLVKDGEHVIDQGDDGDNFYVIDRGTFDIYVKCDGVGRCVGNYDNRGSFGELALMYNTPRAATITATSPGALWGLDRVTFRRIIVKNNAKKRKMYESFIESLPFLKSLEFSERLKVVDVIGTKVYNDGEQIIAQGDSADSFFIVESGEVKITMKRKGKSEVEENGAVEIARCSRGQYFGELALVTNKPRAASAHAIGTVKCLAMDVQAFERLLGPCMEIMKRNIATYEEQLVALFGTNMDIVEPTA
PKA-R1A activ: PKA-R1A complex activation; P00514+P68181; PKA-R1A dissociation, Cy5-IP20 fluorescence polarization; scaled: DMSO 0%, 113 µM cGMP 100%; activation, % at 11.4 µM; hit rate 0.083% among 340,000; AID 504707;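 active = percent activation above the mean of all tested compounds plus 3 SD, cut at about 19% in these data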;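 also: higher means more PKAc released from R1A so a rise in polarization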
PfHsp90 set2: growth inhibition of yeast expressing Plasmodium Hsp90; S. cerevisiae expressing PfHsp90, BacTiter-Glo ATP, 48 h; yeast lacking PDR1 and PDR3 efflux regulators; hit rate 0.32% among 310,000; AID 504621; inhibition, % at 9.4 µM;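 active = every replicate shows inhibition above about 80%, whatever the replicate mean, limit read from the data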;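 also: 0% = DMSO neutral controls and 100% = 20 µM radicicol positive controls; yeast relying on Plasmodium falciparum Hsp90 in place of its own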
SUMO Mot1 rescue: blocks SUMOylation pathway, rescuing yeast Mot1-301 growth | hit rate 1% among 320,000 | growth rescue, % at 18.8 µM | S. cerevisiae Mot1-301 growth rescue, ATP luminescence, 38.5C; percent above DMSO median, 100 means doubled | AID 2716;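 active = every valid replicate shows activation above 250% relative to neutral control wells; inactive = the rest, any valid replicate at or below 250%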;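 also: OY570 slx delta 5 strain wells were the positive control but not used for scaling; some compounds called inactive have numbers as strong as hits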
Ecoli viability: reduces bacterial viability in AddAB counter-screen. E. coli V3065 growth, OD600 absorbance, 18 h. inhibition, % at 11.9 µM. hit rate 0.27% among 330,000;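 active = inhibition above the campaign's mean inhibition across all tested compounds plus 3 SD, cut at about 9.9% in these data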;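 also: uninfected addAB+ strain grown without phage in ampicillin broth; 0% = DMSO wells and 100% = ciprofloxacin 0.95 µg/ml wells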
An asterisk follows results filed as active; . = not tested or not shown. This is a random part of the collection; any-hit rate near 2.2%.

SMILES | AddAB inh | Tat transport | MOR-DOR inv ag | OPRM1-OPRD1 ag | phage Ecoli inh | HTR5A inv ctr | PKA-R2B act | PKA-R1A activ | PfHsp90 set2 | SUMO Mot1 rescue | Ecoli viability
Cn1c(C(=O)OC(C(=O)NC2CCCCC2)c2cccnc2)cc2sccc21 (centres undefined) | 2.1 | 9 | 14 | -2.6 | 0.8 | 16 | -2 | -3 | 1 | 230 | 0.4
Cc1cc(N2C(=O)C(=O)/C(=C(/O)c3ccc(F)cc3)C2c2cccc(Br)c2)no1 (centres undefined) | 1.1 | -14 | 8 | -1.6 | 2.7 | 4 | 13 | 9 | -7 | . | -3.0
COc1ccc(F)cc1S(=O)(=O)NCCN1CCOCC1 | 5.3 | 0 | 9 | -1.7 | 2.6 | -32 | 4 | 3 | -28 | 179 | 2.1
COc1ccc(C2C(C(=O)c3ccc(C)o3)=C(O)C(=O)N2Cc2cccnc2)cc1 (centres undefined) | 1.6 | -7 | 14 | -2.3 | 0.4 | 5 | -1 | -7 | 23 | -9 | 1.3
CC1CCCC(NC(=O)CSc2nnc(-c3cccnc3)n2N)C1C (centres undefined) | -0.2 | 2 | 7 | -1.4 | 1.5 | 14 | 3 | 5 | . | -21 | 1.5
C/C(=N\N=C\c1cccc(F)c1)c1nnn(-c2nonc2N)c1C | 3.7 | 15 | 7 | -1.2 | 2.8 | 4 | 7 | 2 | -4 | -6 | -1.8
Cc1cnc(C(=O)OCC(=O)Nc2c(Cl)cc(Cl)cc2Cl)cn1 | 0.9 | -3 | 7 | -1.7 | 2.8 | 7 | -3 | 0 | 2 | 14 | 1.4
CC1CCCN(S(=O)(=O)c2cccc(-c3cn4cccnc4n3)c2)C1 (centres undefined) | -1.3 | 0 | 4 | -0.8 | 0.1 | 2 | 1 | -3 | -15 | 3 | 0.4
OCCN1CN=C(Nc2nc3ccccc3s2)NC1 | 2.8 | -1 | 4 | -0.7 | 2.6 | 0 | -14 | 0 | . | -9 | 0.2
Cc1ccc(/C=C/C(=O)N2CCN(S(=O)(=O)c3ccc(C)c(C)c3)CC2)o1 | 1.3 | 6 | -11 | 2.1 | 1.2 | -5 | -4 | 0 | 15 | -15 | 0.7
COC(=O)C1CCN(C(=O)COC(=O)c2oc3ccc(OC)cc3c2C)CC1 | 1.3 | 1 | 13 | -1.9 | 3.4 | -1 | -6 | -3 | -1 | 71 | -3.9
O=C(Nc1ccc(C(F)(F)F)cc1)c1ccccc1Br | 1.6 | -3 | 0 | 0.1 | 1.8 | -13 | -10 | -6 | 27 | -23 | -0.5
CCN(C(=O)COC(=O)c1ccc(SC)cc1OC)C1CCS(=O)(=O)C1 (centres undefined) | 1.7 | 2 | 17 | -4.5 | -1.7 | -1 | -4 | -3 | -4 | 26 | 1.2
Cc1cnc(C(=O)OCC(=O)N(CC(C)C)C2CCS(=O)(=O)C2)cn1 (centres undefined) | 2.0 | 1 | -12 | 2.9 | -0.6 | -17 | 3 | -22 | 10 | 2 | -0.6
Cc1ccc(S(=O)(=O)N2CCN(C(=O)COC(=O)/C=C/c3ccccc3)CC2)c(C)c1 | -0.2 | -8 | 2 | -0.4 | 3.2 | -1 | -6 | -10 | 4 | 6 | 1.1
COc1ccc([C@@H]2CC=C(C(=O)O)[C@H](c3cccc(Cl)c3)N2S(=O)(=O)c2ccccc2C)cc1 | 1.3 | -10 | 6 | -1.0 | 1.9 | 2 | -13 | 8 | -11 | 4 | -0.8
Cc1cccc(C)c1NC(=O)C(C)Sc1n[nH]c(-c2ccncc2)n1 (centres undefined) | 2.3 | 2 | 0 | 0.0 | 2.5 | -19 | 7 | 4 | 26 | 271 | 0.8
COc1ccc(NC(=O)/C=C2\SC(=O)NC2=O)cc1 | 2.2 | -4 | 10 | -2.0 | -0.8 | -2 | 5 | 6 | 3 | -32 | -0.2
CC(C)CNC(=S)Nc1ccccc1F | 1.8 | 2 | 4 | -0.8 | 1.3 | -20 | -10 | 8 | 48 | -21 | -2.6
Cc1cccc(C)c1NC(=O)CNC(=O)c1ccc2nc[nH]c2c1 | 0.2 | -4 | -7 | 1.1 | 0.7 | -2 | 1 | 1 | 4 | 56 | -0.4
COc1ccc(NS(=O)(=O)c2cc(NC(=O)C3CC3)ccc2N2CCCCC2)cc1 | -1.4 | 7 | 14 | -2.9 | 2.5 | -11 | -9 | 9 | -5 | 7 | -1.5
COc1ccc(CCNc2c(C=O)c(=O)[nH]c3ccccc23)cc1OC | 5.6 | 0 | 8 | -1.6 | 1.8 | 11 | 0 | 5 | 6 | -10 | -0.6
COc1ccc([C@@H](OC)[C@@]2(Cc3ccc(O)cc3)N=C(N)N(C)C2=O)cc1 | 1.5 | -9 | 7 | -1.2 | -0.6 | 12 | 0 | -10 | -8 | 3 | -0.3
Cc1ccc(-c2noc(C3CCCN(C(=O)c4c(F)cccc4F)C3)n2)cc1 (centres undefined) | 3.5 | -4 | -13 | 2.5 | -0.2 | -31 | -8 | 3 | -8 | 5 | -0.8
CON(C)c1nc(OCCNC(=O)COc2ccc(Cl)cc2C)nc(N(C)C)n1 | -0.5 | -1 | 7 | -1.3 | 1.2 | -26 | -12 | 6 | -4 | 4 | -1.6
O=C(CNC(=O)C1CCCCC1)OCn1nnc2ccccc2c1=O | 2.8 | -7 | 13 | -2.8 | 0.5 | -5 | 5 | -3 | -6 | 622 | 1.9
O=C(CCC(=O)Nc1ccc(Cl)cc1)N/N=C/c1ccc2c(c1)OCO2 | 3.0 | -7 | 12 | -2.3 | 2.1 | 8 | -2 | -7 | 1 | 12 | -1.0
Cc1[nH]nc(N2CCCCC2)c1[N+](=O)[O-] | 1.5 | 3 | 12 | -2.0 | 3.7 | -18 | 4 | 4 | 5 | . | 0.5
C/C(CC(=O)NC1CCCCC1)=N\NC(=O)c1ccccc1C | 1.9 | 3 | 5 | -0.9 | 1.8 | 5 | 12 | -1 | 26 | 0 | -1.6
CCCn1nc(NC(=O)c2cccs2)c2cc3cc(OC)ccc3nc21 | 1.4 | 7 | -31 | 5.3 | 3.1 | -24 | -17 | -10 | -6 | -6 | -1.4
O=C1N(Cc2cccc(Cl)c2)C[C@@H]2C[C@@H](c3ccsc3)N3CCC[C@@]123 | 3.4 | -6 | -1 | 0.2 | 3.9 | -8 | 5 | -1 | -2 | 6 | -3.1
CC(=O)NC(C1C(=O)CC(C)(C)CC1=O)(C(F)(F)F)C(F)(F)F | 2.8 | 8 | 8 | -1.4 | 2.3 | -4 | -3 | 7 | 23 | 11 | 1.1
Cc1ccc2nsnc2c1NC(=O)CCc1ccccc1 | 0.7 | -4 | 15 | -2.5 | 4.1 | 5 | -12 | 5 | 4 | 2 | 2.3
Cc1cnc(C(=O)OCC(=O)Nc2ccc3c(c2)OCCO3)cn1 | 1.3 | 1 | -5 | 1.3 | 3.5 | -12 | 3 | -2 | 4 | -8 | -2.3
CCOc1ccc(S(=O)(=O)N2CCC(C(=O)NC3CC3)CC2)cc1Cl | 1.3 | 4 | 16 | -2.5 | -0.3 | 11 | -16 | -2 | 2 | -14 | 0.3
O=C(c1ccccc1F)N(NC(=O)C(O)(c1ccccc1)c1ccccc1)c1ccccc1 | 0.3 | -3 | 5 | -0.8 | 3.5 | 14 | 7 | 0 | 12 | -5 | 0.9
Cc1ccc(S(=O)(=O)N2CCN(C(=O)CCOc3ccccc3C)CC2)cc1C | . | 1 | -1 | 0.2 | 1.2 | -6 | -3 | -5 | -8 | . | .
CCOc1ccccc1N1CC(C(=O)N2CCN(Cc3ccc(C#N)cc3)CC2)CC1=O (centres undefined) | -0.7 | -3 | 11 | -3.0 | 1.4 | -6 | 3 | 8 | 5 | 0 | -0.3
COc1cc(/C=C(/NC(C)=O)C(=O)O)cc(Cl)c1OCc1ccc(Br)cc1 | 1.6 | -1 | 23 | -4.4 | 2.9 | 10 | -7 | -4 | 19 | 3 | 0.6
Cc1cc(C(=O)Nc2ccccc2Cc2ccccc2)no1 | 1.2 | -1 | -5 | 1.2 | -0.2 | 5 | -2 | -15 | -17 | 2 | 0.8
O=C(Cn1ncc(Cl)c(Cl)c1=O)NC1CCCCC1 | -1.3 | -9 | -7 | 1.9 | 0.2 | 6 | -6 | -3 | 4 | -2 | -2.3
O=C(NCc1cccs1)c1cnc(Cl)c(Cl)c1 | 0.5 | 0 | 6 | -1.3 | 1.5 | 1 | -13 | 6 | -6 | 6 | 3.0
O=C(Nc1ccccc1N1CCCCC1)C1CCN(S(=O)(=O)c2cccc(C(F)(F)F)c2)CC1 | 1.4 | -10 | -12 | 1.9 | 1.1 | 12 | 5 | 1 | . | 3 | -0.5
O=C1CN(C(=O)COC(=O)c2ccc(C(F)(F)F)cc2)c2ccccc2N1 | 2.7 | 6 | -2 | 0.4 | 4.7 | 34 | -6 | -5 | 10 | -2 | -2.0
Nc1nc(SCC(=O)N2CCCC2)[nH]c(=O)c1NC(=O)c1cccs1 | -0.3 | -10 | 6 | -1.3 | 2.5 | 31 | 7 | -4 | 23 | 0 | -1.8
O=S1(=O)CC(O)C(Nc2ccc(Cl)cc2)C1 (centres undefined) | 3.7 | -6 | 13 | -3.0 | 4.2 | 8 | 1 | -11 | 4 | 10 | -1.3
O=C(c1ccco1)N1CCN(Cc2c(Cl)cccc2Cl)CC1 | 5.0 | -1 | 18 | -3.4 | 2.1 | -2 | -1 | -2 | -20 | 8 | 0.0
COc1ccc(-n2cnnc2SCC(=O)Nc2cc(C)on2)cc1 | 1.9 | 0 | -4 | 0.8 | 4.2 | -15 | 1 | -2 | -18 | -3 | 0.2
O=C(Nc1cccc2ncccc12)c1cccnc1 | 3.0 | -3 | 9 | -1.6 | 0.3 | -4 | 8 | 0 | -6 | -9 | 0.5
CCOC(=O)CN1C(=O)N[C@@H](c2ccco2)C(C(C)=O)=C1C | -1.1 | -4 | 11 | -1.9 | 2.9 | -6 | -12 | 0 | -4 | 5 | -0.9
O=C(O)c1cccc([N+](=O)[O-])c1C(=O)Nc1ccc2ccccc2c1 | -1.0 | 5 | -3 | 0.5 | 1.6 | 14 | 4 | -11 | -17 | 7 | -3.8
O=C(Nc1cccc(C(F)(F)F)c1)c1cc[n+]([O-])cc1 | 2.2 | -2 | -10 | 1.2 | 1.7 | -23 | 0 | 1 | -1 | -5 | 2.1
Cc1cccc(N=Nc2cn[nH]c2-c2ccco2)c1 | 2.1 | 1 | 14 | -2.9 | 1.1 | 11 | -2 | 3 | -14 | -10 | -1.8
COc1ccc(CNC(=S)Nc2cccc(F)c2)cc1 | 1.4 | -3 | -7 | 1.5 | -0.5 | -6 | -2 | -2 | -9 | 8 | 1.5
O=S(=O)(Nc1ccc(Cl)c(C(F)(F)F)c1)c1cnc[nH]1 | -0.9 | 0 | 6 | -1.1 | 1.2 | -25 | 2 | -14 | -2 | 4 | 1.3

Bioassay records as filed in PubChem.
